Screening data: PubChem BioAssay, The Scripps Research Institute Molecular Screening Center
CHO parental Ca: counter-screen for OX1R antagonists: effect in parental CHO cells. parental CHO-K1, ATP-induced calcium, Fluo-8 fluorescence. inhibition, % at 5.6 µM. 0.63% of 330,000 active;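 active = inhibition above that plate's mean sample inhibition plus 3 SD, cut at about 26% in these data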;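 note: 0% = ATP-challenged DMSO wells and 100% = DMSO wells without ATP; some compounds past the cut are filed as inactive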
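Assay system: untransfected parental CHO cell line. Also added: ATP agonist challenge. Dosing: one dose, 5.6 µM nominal. Measured by: Fluo-8 fluorescence. Read-out: % inhibition. Benchmarks: ATP wells versus no-ATP DMSO wells. Repeats: no replicates.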
TAAR1 antagonist: antagonists of human TAAR1; Q96RJ0; CHO RD-HGA16 TAAR1, Fluo-8 calcium fluorescence, antagonist; 1.5% of 360,000 active; inhibition, % at 3 µM;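 active = inhibition above a per-plate cutoff, the mean inhibition of test compounds on that plate plus 3 SD, cut at about 49% in these data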;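 note: 0% = DMSO plus EC80 beta-PEA response and 100% = DMSO alone without agonist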
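Test system: hTAAR1-expressing CHO RD-HGA16 cells, Gα16-coupled; Probe or stimulus: EC80 β-phenethylamine stimulus; Compound dosing: single nominal final test compound concentration of 3 µM; Timing: 140 s kinetic read after compound, 140 s after agonist; Signal: Fluo-8 calcium-sensitive fluorescence; Measure: % inhibition of agonist calcium response; Controls: DMSO and EC80 PEA controls.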
M1 ag: human M1 muscarinic receptor agonism | P11229 | CHO-K1 hM1, Fluo-8 calcium fluorescence, agonist mode; 0% DMSO, 100% acetylcholine EC100 | activation, % at 3 µM | 0.33% of 360,000 active | AID 588814;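 active = activation above the run's mean compound activation plus 3 SD, cut at about 16% in these data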;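 note: peak over basal fluorescence ratio within a 140 s kinetic read after compound addition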
Target sequence (P11229 whole entry, looked up): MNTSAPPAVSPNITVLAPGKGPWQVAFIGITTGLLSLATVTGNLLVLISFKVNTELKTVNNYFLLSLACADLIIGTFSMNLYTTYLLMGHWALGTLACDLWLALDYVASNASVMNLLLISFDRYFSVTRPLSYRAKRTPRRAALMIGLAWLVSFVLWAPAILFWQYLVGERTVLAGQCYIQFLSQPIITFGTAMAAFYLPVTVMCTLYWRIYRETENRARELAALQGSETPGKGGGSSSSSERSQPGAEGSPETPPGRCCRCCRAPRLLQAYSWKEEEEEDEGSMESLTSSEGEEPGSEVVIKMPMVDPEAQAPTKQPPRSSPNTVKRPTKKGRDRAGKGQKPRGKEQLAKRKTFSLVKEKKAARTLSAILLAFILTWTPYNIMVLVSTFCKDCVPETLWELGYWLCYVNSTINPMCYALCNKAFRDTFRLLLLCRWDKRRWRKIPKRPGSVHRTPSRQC
CHRM1 antagonist: antagonists of human M1 muscarinic receptor | P11229 | CHO-K1 hM1, Fluo-8 calcium fluorescence, ACh EC80 antagonist | inhibition, % at 3 µM | 1.3% of 360,000 active | AID 588852;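 active = percent inhibition above its own plate's cutoff, namely the mean of that plate's compound wells plus 3 SD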;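 note: peak over basal fluorescence ratio during 140 s after agonist addition; 0% = ACh EC80 plus DMSO and 100% = DMSO alone without agonist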
OXTR potentiate: human OXTR potentiation. P30559. activation, % at 3 µM. AID 2445. 0.061% of 320,000 active. CHO-OTR cells, Fluo-8 calcium fluorescence, potentiator mode; 0% = oxytocin EC15, 100% = EC100;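 active = activation above that plate's cutoff, the mean activation of tested compounds plus 3 SD, cut at about 6.6% in these data, passing the limit was not always enough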;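 note: 100% uses oxytocin at 75 nM as the full agonist control; some results filed as inactive read as strong as hits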
Target sequence (P30559 whole entry, looked up): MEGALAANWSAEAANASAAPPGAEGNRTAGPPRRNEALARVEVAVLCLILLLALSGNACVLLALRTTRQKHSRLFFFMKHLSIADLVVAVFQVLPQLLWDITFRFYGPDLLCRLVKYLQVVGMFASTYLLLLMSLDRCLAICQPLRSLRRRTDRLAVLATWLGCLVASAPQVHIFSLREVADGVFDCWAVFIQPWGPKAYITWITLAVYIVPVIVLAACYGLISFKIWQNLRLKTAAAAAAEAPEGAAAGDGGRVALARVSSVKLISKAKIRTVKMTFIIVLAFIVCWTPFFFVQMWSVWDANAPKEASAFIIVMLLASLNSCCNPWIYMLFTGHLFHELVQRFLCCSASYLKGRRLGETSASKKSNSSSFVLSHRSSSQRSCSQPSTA
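Material: CHO-OTR cells, human receptor; compound dosing: single dose, 3.0 µM nominal final compound concentration; schedule: 6 min compound pre-incubation at room temperature, 100 s kinetic read; measured by: kinetic Fluo-8 calcium fluorescence; read-out basis: % activation vs EC15 and EC100 oxytocin; controls: EC15 oxytocin alone as 0%, 75 nM oxytocin as 100%; replicates: singlicate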
TAAR1 ag: human TAAR1 agonism; CHO RD-HGA16 TAAR1, Fluo-8 calcium fluorescence; vehicle wells 0%, saturating PEA agonist 100%; activation, % at 3 µM; 0.99% of 360,000 active; AID 624467;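 active = activation above the mean activation of all test compounds in the run plus 3 SD, cut at about 38% in these data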
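Test system: RD-HGA16 (CHO) cells co-expressing Gα16 and hTAAR1; dosing: one-point dosing at 3 µM (nominal); timing: 17-24 h seeding, 75 min 37 °C dye, 30 min RT; signal: kinetic Fluo-8 calcium fluorescence; read-out basis: % activation relative to PEA EC100 response; controls: DMSO and PEA EC100; replicates: n 1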
CHO-K1 Ca ag: counter-screen for M1 agonists: effect in parental CHO-K1 cells | 0.48% of 360,000 active | activation, % at 3 µM | Fluo-8 calcium fluorescence; scaled to maximal ATP response, vehicle zero; in the data active = activation above about 15%;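 note: untransfected CHO-K1 host cells lacking M1 receptor as counterscreen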
CHO-K1 Ca antag: nonselective inhibitor or artifact in parental CHO-K1 cells | ATP-induced calcium, Fluo-8 fluorescence | inhibition, % at 3 µM | 0.6% of 360,000 active;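 active = inhibition above a per-plate cutoff, the plate's mean sample inhibition plus 3 SD, cut at about 24% in these data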;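 note: 0% = DMSO plus EC80 ATP and 100% = DMSO alone without ATP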
CHO-K1 Ca PAM: M1 PAM counterscreen hit in parental CHO-K1 cells; activation, % at 3 µM; 0.02% of 360,000 active; ATP EC20, Fluo-8 calcium fluorescence; 0% at ATP EC20, 100% at ATP max;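 active = activation above the run cutoff, the mean activation of all test compounds plus 3 SD, cut at about 40% in these data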;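 note: peak over basal fluorescence ratio in a 140 s read after ATP addition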
Active calls of the source: *; . = not tested or not shown.

compound,TAAR1 ag,CHO-K1 Ca antag,M1 ag,CHO-K1 Ca PAM,OXTR potentiate,CHRM1 antagonist,CHO-K1 Ca ag,TAAR1 antagonist,CHO parental Ca
COc1cc(C(F)(F)F)c(C(=O)N(C)Cc2cc(Cl)cc(Cl)c2)cn1,3.7,-10.1,-4.6,18.3,-1.3,-8.9,2.2,-60.8,-26.2
COc1ccc(S(=O)(=O)N2CCOCC2)cc1NC(=O)CC(C)c1ccccc1 (configuration not stated),0.5,-17.0,-1.4,12.2,-4.0,-8.5,2.5,11.3,-18.5
Cc1nn(C)c(C(=O)N/N=C/c2ccc(Br)cc2)c1Cl,0.5,-3.0,-6.8,6.5,-2.9,-10.2,-0.2,-5.2,-26.0
COCCn1c(=NC(=O)CN2C(=O)CCC2=O)sc2cc(S(N)(=O)=O)ccc21,-2.3,-4.7,-7.8,23.3,-7.4,-4.9,1.2,9.3,7.5
Cc1ccc(S(=O)(=O)n2ccc(=O)[nH]2)cc1,1.7,-9.9,-0.4,28.2,-8.7,-13.4,1.4,4.3,5.4
Cc1ccc([N+](=O)[O-])cc1NC(=O)C(Sc1ccccc1)c1ccccc1 (configuration not stated),1.6,-9.8,-9.0,21.5,-7.1,20.3,3.2,51.8*,1.9
CCC1CCCCN1CCCNC(=O)Cn1nc(-c2ccccc2)ccc1=O (configuration not stated),0.1,-8.3,-10.7,17.3,-0.4,-3.5,0.3,-30.9,-6.5
CCCNC(=O)CSc1nc2ccc(OCC)cc2s1,12.0,-24.1,-1.4,27.6,-3.4,-10.6,2.1,-18.9,9.1
CCN1C[C@@H]2[C@@H]3C(=O)N(C)C(=O)[C@@H]3[C@](CC)(C1=O)N2C(=O)c1ccc(Cl)cc1,0.3,-8.9,-2.6,12.8,.,1.9,0.4,7.7,.
CN(C)c1cccc(CNC(=O)c2csc([C@@H]3O[C@H](CO)[C@H](O)[C@H](O)[C@H]3O)n2)c1,1.9,11.8,-0.6,-17.8,.,6.7,0.0,-2.6,.
CC(C)c1nnc(NC(=O)CCC(=O)N2CCN(Cc3ccccc3)CC2)s1,3.0,-4.6,-3.8,7.3,-4.6,-2.7,-0.1,-11.7,-31.3
COc1ccc(S(=O)(=O)NC(=O)C2(C)CCN2C(=O)Cc2cccc3ccccc23)cc1 (configuration not stated),2.7,-8.0,-2.5,-3.5,.,-20.6,0.5,-18.3,.
COc1ccc(OC)c(-c2nnc(SCC(=O)N3CCOCC3)o2)c1,15.4,-5.1,-2.4,16.4,-3.8,-16.4,0.4,-11.7,-18.1
CNC(=O)CCN(Cc1ccco1)S(=O)(=O)c1ccc(OC)c(OC)c1,-0.1,-3.8,1.2,-7.0,-16.8,-10.4,-0.3,-29.4,-12.7
NC(=O)c1c(C(F)(F)F)cc(-c2ccccc2)nc1NCCO,10.6,-6.2,-0.6,13.5,-8.8,-10.2,0.4,5.2,-10.1

Other records
compound,TAAR1 ag,CHO-K1 Ca antag,M1 ag,CHO-K1 Ca PAM,OXTR potentiate,CHRM1 antagonist,CHO-K1 Ca ag,TAAR1 antagonist,CHO parental Ca
COCCCNC(=S)NNC(=O)c1ccccn1,4.2,-10.4,-2.4,15.3,-17.3,-0.4,0.9,28.0,-12.3
CCC(c1nnnn1C1CCCCC1)N1CCN(C(=O)c2ccco2)CC1 (configuration not stated),3.8,-15.4,-4.9,19.1,-8.4,-5.4,0.8,-15.2,-1.8
COCCc1nc2ccc(C(=O)NCc3cccc(-n4cccn4)c3)cc2o1,6.2,-13.8,0.4,10.6,-13.7,-8.1,6.2,-1.5,-39.6
COc1cc(CNc2ncnc3c2ncn3[C@H]2CN(Cc3cccc4ccccc34)C[C@@H](CO)O2)cc(OC)c1OC,9.2,-8.3,-0.8,14.2,.,6.5,2.8,26.2,.
Cc1ccccc1OCC(=O)OCC(=O)NCc1ccco1,1.8,16.8,-2.9,-1.9,-6.7,-5.5,-0.3,-18.7,6.7
COc1ccc(Cl)cc1N/C(N)=N/c1nc(C)cc(C)n1,3.1,3.2,-8.7,4.1,-5.1,-6.7,0.3,-16.9,-27.9
Cc1ccc(C2=NN(C(=S)Nc3ccccc3)C(c3ccco3)C2)cc1 (configuration not stated),4.7,-8.1,-0.7,6.4,-23.5,-9.5,0.3,-14.9,13.5
COC(=O)c1sccc1NC(=O)Nc1cccc(OC)c1,-0.5,8.0,-3.0,-3.6,-9.5,-13.2,0.9,-23.1,-5.5
CC(C)OP(=O)(OC(C)C)C(Nc1ccccn1)c1ccc(F)cc1 (configuration not stated),1.5,-9.0,-6.6,14.7,-8.3,-6.4,0.8,-3.0,-18.6
CCOC(=O)NC(CC(=O)O)c1ccc(OC)cc1 (configuration not stated),6.4,-6.5,-3.1,20.2,-11.6,-9.4,0.0,1.8,-9.2
N#Cc1nc(-c2ccc(OCc3ccccc3)cc2)oc1NCCCn1ccnc1,7.1,-1.5,-2.7,4.3,-6.7,0.5,-0.5,38.8,6.0
Cc1cccc(OCC(=O)N2CCN(C(=O)c3cccs3)CC2)c1,2.0,2.8,-2.4,-2.0,-8.8,-10.0,0.4,2.2,-5.7
Cn1c(=O)c2cc(NC(=O)NCc3ccccc3)ccc2n1C/C=C/c1ccccc1,2.0,-6.8,0.7,16.9,.,3.1,0.7,-21.7,.
CC(C)NC(=O)Nc1cccc2c1O[C@H](CN(C)C(=O)NC1CCCCC1)[C@H](C)CN([C@H](C)CO)C2=O,4.8,6.8,-5.6,-2.5,-1.6,-13.7,0.0,-6.2,-4.8
N/C(=N\c1nc2ccccc2o1)NC(=O)c1ccc(F)cc1,9.2,11.7,2.7,8.1,-8.9,-15.0,0.1,-2.3,-2.8

(more compounds)
compound,TAAR1 ag,CHO-K1 Ca antag,M1 ag,CHO-K1 Ca PAM,OXTR potentiate,CHRM1 antagonist,CHO-K1 Ca ag,TAAR1 antagonist,CHO parental Ca
O=C(CNCc1ccco1)Nc1cc(S(=O)(=O)N2CCOCC2)ccc1N1CCOCC1,3.9,-10.4,-1.8,13.9,1.5,-4.9,1.9,-17.1,-3.5
COc1cc(Cn2c3ccc(NC(=S)NCc4ccc(C)cc4)cc3c(=O)n2C)ccc1F,5.4,-0.6,-2.3,-5.8,.,3.2,3.9,27.7,.
CCCc1c(C(=O)N/N=C(\C)c2ccc(CC(C)C)cc2)nnn1-c1nonc1N,2.9,7.7,-1.0,5.5,.,5.5,0.2,-5.0,.
Cc1ccc(C)c(OCC(=O)NCC(C)(C)N2CCOCC2)c1,4.5,4.9,-6.6,-11.1,-5.1,-8.8,0.0,-16.6,-5.3
O=C(NC1CCCc2ccccc21)C1CCN(S(=O)(=O)N2CCCCCC2)CC1 (configuration not stated),5.4,-10.4,2.3,-2.9,-10.5,-5.0,7.6,-6.0,-9.6
CCOC(=O)c1cc2c(=O)n3cccc(C)c3nc2n(Cc2ccco2)c1=NC(=O)c1cccnc1,13.9,-3.7,-3.4,-5.1,.,29.3,0.7,39.0,.
Cc1cccc(NC(=O)c2ccc(F)c(S(=O)(=O)NCc3ccco3)c2)c1,-0.9,-5.3,2.6,8.8,-6.7,-16.7,1.8,-24.6,-20.8
CCOC(=O)c1sc(NC(=O)C(CC)OC(=O)C(CC(C)C)NC(=O)c2ccccc2)nc1C (configuration not stated),11.3,7.3,-3.5,12.2,-10.6,8.1,2.3,65.5*,-28.6
CCCCc1c(-c2cccc(Br)c2)ncn1CCc1ccccc1OC,42.5*,-9.2,.,28.3,.,.,13.0,43.4,.
CCOc1ccc(-c2[nH]ncc2-c2ccc(OC)c(OC)c2)c(O)c1,-0.1,-13.7,-4.9,-3.0,-2.4,3.1,1.0,-3.5,-11.0
O=C(c1ccc(Cl)c(S(=O)(=O)N2CCCCC2)c1)N1CCN(c2ccccc2)CC1,0.9,-2.0,-2.6,-4.1,-4.0,7.8,8.0,-13.8,-16.6
CCOc1ccccc1-n1c(CNc2ccc(F)cc2)nnc1SCC(=O)NCc1ccco1,8.3,6.9,-4.2,3.4,-2.6,-6.6,0.3,-5.8,-26.6
CCN(CC1CCCO1)C(=O)C1CCN(C2CCN(Cc3ccccc3C)CC2)CC1 (configuration not stated),0.4,-6.2,-3.2,0.2,-1.5,-2.5,0.8,-31.7,-15.9
COC(=O)COc1ccc(/C=C2\SC(=O)N(CC(=O)Nc3ccccc3F)C2=O)cc1,0.3,10.6,-1.1,-11.0,-17.1,-15.7,-0.1,11.4,-1.1
Cc1nnc(NC(=O)CSc2nc3c(c(=O)n(C)c(=O)n3C)n2C(C)C)s1,9.6,-5.7,-8.7,21.2,-4.7,-3.3,14.0,5.9,-12.2
COc1ccc(OC)c(C2N(c3ccccn3)C(=O)C3CCCN32)c1 (configuration not stated),5.8,-3.7,-4.2,14.2,-13.3,-14.2,-0.1,-5.2,-2.1
OCCC1CN(Cc2cccc3nccnc23)CCN1Cc1ccc(F)c(F)c1 (configuration not stated),4.9,-6.1,-9.5,17.9,-5.7,-8.0,1.3,6.5,-7.1
Cc1ccn(CCNC(=O)C2CCC(=O)N(CCc3ccc(Cl)cc3)C2)n1 (configuration not stated),1.5,-3.4,-1.5,9.6,-2.5,-6.0,0.5,-11.5,-3.6
